Screening results from PubChem.
Bcl-xL primary: inhibitors of human Bcl-xL, primary screen, biochemical, fluorescence polarization, HTS. Bcl-2-like protein 1 (Homo sapiens), Q07817. GST-Bcl-xL / FITC-Bim BH3 peptide fluorescence polarization. inhibition, % at 10.9 µM. 320,000 compounds, 0.7% hits;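 active = inhibition above the mean of all tested compounds plus 3 SD, cutoff set per campaign, cut at about 30% in these data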;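 also: 0% = DMSO wells and 100% = unlabeled Bim-BH3 peptide competitor; inhibitors lower millipolarization by displacing the labeled peptide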
GRK2 inh: compounds blocking aptamer binding on GRK2 – biochemical, human GRK2, bead flow cytometry, HTS, primary screen. inhibition of aptamer binding, % at 10 µM. FAM-aptamer displacement from GRK2. Beta-adrenergic receptor kinase 1 (Homo sapiens), P25098. AID 488847, 2010. 330,000 compounds, 0.59% hits;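 active = inhibition of aptamer binding above 40%, roughly 3 SD of noise, on plates passing a quality check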;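 also: median bead fluorescence of bound FAM aptamer so fluorescent compounds give negative values; no value below 0 was filed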
Target sequence (P25098 whole entry, looked up): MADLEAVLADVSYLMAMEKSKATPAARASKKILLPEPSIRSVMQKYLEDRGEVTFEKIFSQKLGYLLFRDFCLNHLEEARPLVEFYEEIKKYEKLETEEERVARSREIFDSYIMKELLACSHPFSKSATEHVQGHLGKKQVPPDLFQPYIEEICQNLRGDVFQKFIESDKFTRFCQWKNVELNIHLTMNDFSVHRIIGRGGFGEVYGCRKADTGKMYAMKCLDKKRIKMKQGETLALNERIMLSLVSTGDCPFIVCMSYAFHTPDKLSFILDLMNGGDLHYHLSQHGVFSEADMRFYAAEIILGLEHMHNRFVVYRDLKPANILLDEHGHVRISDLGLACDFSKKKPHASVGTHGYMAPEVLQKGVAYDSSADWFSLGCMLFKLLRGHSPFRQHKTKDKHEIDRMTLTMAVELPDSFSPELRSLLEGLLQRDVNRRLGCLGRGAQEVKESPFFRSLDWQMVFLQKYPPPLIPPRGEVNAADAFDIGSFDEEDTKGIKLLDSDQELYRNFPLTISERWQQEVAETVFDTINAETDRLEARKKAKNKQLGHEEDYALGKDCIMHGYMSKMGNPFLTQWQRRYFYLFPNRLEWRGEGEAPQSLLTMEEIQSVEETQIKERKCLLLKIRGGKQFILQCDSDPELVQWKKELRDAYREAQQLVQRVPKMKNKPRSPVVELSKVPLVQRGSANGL
MEX-5 binding: MEX-5 zinc finger RNA-binding disruptors – biochemical, C. elegans, fluorescence polarization, MLPCN library, primary screen; AID 1832, 2009; MEX-5/FITC-TCR2 RNA binding; hits give low values; Zinc finger protein mex-5 (Caenorhabditis elegans), Q9XUB2; 300,000 compounds, 0.38% hits; activity score (negative = inhibition of binding), % at 10 µM;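 active = inhibition past about -25% in most replicates, and total fluorescence under double the plate's negative control median, limit read from the data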;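 also: 0% = DMSO and -100% = 5 µM competing unlabeled TCR2 RNA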
GLD-1 RNA inh: GLD-1/TGE RNA complex disruptors, primary screen, biochemical, fluorescence polarization; Female germline-specific tumor suppressor gld-1 (Caenorhabditis elegans), Q17339; purified GLD-1 + fluorescein TGE RNA; inhibition, % at 5.96 µM; 320,000 compounds, 0.44% hits; AID 2280, 2010;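 active = percent inhibition above a per-plate cutoff, the plate mean of test compounds plus 3 SD, cut at about 30% in these data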;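 also: 0% = DMSO wells with GLD-1 and probe and 100% = wells lacking GLD-1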
AGP1 TOR yeast: modulators of AGP1-GFP expression in yeast TOR pathway, primary screen, cell-based, multiplex flow cytometry, S. cerevisiae, MLPCN library | 320,000 compounds, 0.02% hits | GFP response vs DMSO, % at 10 µM | AID 2066, 2009 | 3 h; GFP as percent of DMSO wells;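 active = GFP response relative to DMSO above a set limit, near screen average plus 3 SD, cut at about 150% in these data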;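 also: median GFP channel fluorescence of the gated AGP1 strain per well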
MCL1 BIM primary: inhibitors of MCL1 binding to BIM-BH3, primary screen, biochemical, fluorescence polarization; 320,000 compounds, 0.68% hits; inhibition, % at 10.9 µM; GST-MCL1 / FITC-Bim-BH3 fluorescence polarization; Induced myeloid leukemia cell differentiation protein Mcl-1 (Homo sapiens), Q07820;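 active = inhibition above the mean inhibition of all tested compounds plus 3 SD, set per campaign, cut at about 40% in these data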;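 also: 0% = DMSO wells and 100% = unlabeled Bim-BH3 peptide control; higher means more loss of mP so more displacement of Bim peptide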
Target sequence (Q07820 whole entry, looked up): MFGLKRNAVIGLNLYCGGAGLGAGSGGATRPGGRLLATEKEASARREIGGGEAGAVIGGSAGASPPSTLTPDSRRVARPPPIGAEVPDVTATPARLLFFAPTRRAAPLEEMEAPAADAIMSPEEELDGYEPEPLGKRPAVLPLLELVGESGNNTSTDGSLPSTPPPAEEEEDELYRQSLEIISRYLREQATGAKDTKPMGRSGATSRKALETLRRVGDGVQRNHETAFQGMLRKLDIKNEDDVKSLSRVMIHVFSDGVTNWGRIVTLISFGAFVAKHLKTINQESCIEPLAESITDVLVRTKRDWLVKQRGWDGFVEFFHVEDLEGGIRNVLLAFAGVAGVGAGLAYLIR
CIT2-GFP yeast: modulators of CIT2-GFP expression in yeast, primary screen, S. cerevisiae, GFP fusion, multiplex flow cytometry, MLPCN library; 320,000 compounds, 0.065% hits; AID 2029, 2009; GFP response vs DMSO, % at 10 µM; S. cerevisiae CIT2-GFP strain, 3 h; 100 means same as DMSO wells;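 active = GFP response relative to DMSO above a set limit, near the screen mean plus 3 SD, cut at about 150% in these data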;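 also: ratio of well median GFP fluorescence to mean of DMSO wells on the plate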
Fam108B counter: mouse Fam108B serine hydrolase inhibitors, primary screen, counter-screen for RBBP9 inhibitor project, biochemical, fluorescence polarization; 300,000 compounds, 0.33% hits; inhibition, % at 9.51 µM; recombinant Fam108B, FP-Rh probe fluorescence polarization;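 active = inhibition above the screen mean inhibition plus 3 SD, computed separately per campaign, cut at about 18% in these data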;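 also: inhibitors lower polarization as less probe binds the enzyme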
VLA-4 inh: inhibition in human VLA-4 binding assay, primary screen, VLA-4 allosteric modulator project, MLPCN library, flow cytometry, VLA-4 expressing cells; inhibition, % (about 7 µM as worked out from the volumes in the protocol); Integrin alpha-4 (Homo sapiens), P13612; 330,000 compounds, 0.2% hits; ligand binding flow cytometry; AID 2557, 2010; in the data active = inhibition above about 50%
* = called active by the depositor; . = no result given. Rows were taken by chance; about 2.2% have a hit in one of these screens.

SMILES	Bcl-xL primary	GRK2 inh	MEX-5 binding	GLD-1 RNA inh	AGP1 TOR yeast	MCL1 BIM primary	CIT2-GFP yeast	Fam108B counter	VLA-4 inh
O=S(=O)(Nc1cccnc1)c1ccc(C2CCCCC2)cc1	4.1	2.0	-0.5	4.6	100.1	0.5	88.9	2.9	-6.0
COc1ccc(-c2csc(NC(=O)CSc3n[nH]c(N)n3)n2)cc1	9.8	0.0	-7.6	-0.6	103.5	10.9	99.0	1.4	3.2
O=c1c2c([nH]c3ccccc13)CCCCC2	4.2	0.0	2.4	6.5	97.9	-4.8	91.8	0.5	-12.3
CC(=O)Nc1ccc(C(=O)NNC(=O)CCCCC(=O)NNC(=O)c2ccc(NC(C)=O)cc2)cc1	1.1	1.0	-2.0	7.7	.	0.4	.	-4.8	0.5
COc1cccc(N=Nc2c(N)[nH]n3c(=O)cc(-c4ccccc4)nc23)c1	7.7	0.0	0.6	8.3	99.8	14.7	98.4	7.9	2.4
CC1CN(C(=O)CSc2nc(-c3ccccc3)cs2)CC(C)O1 (centres undefined)	3.2	1.0	-1.8	5.2	94.6	-4.1	93.1	-1.2	7.3
C=CCn1c(CCNC(=O)c2cccs2)nnc1SCC(=O)c1ccc(Cl)cc1	-2.4	0.0	-0.4	85.5*	.	-1.3	89.0	1.2	-0.9
CCC(C)n1nccc1NC(=O)C(C)OC(=O)c1cc2ccccc2[nH]1 (centres undefined)	2.8	1.0	0.0	7.9	98.0	1.8	91.9	1.8	10.0
C=C(C)CNC(=S)N/N=C/c1ccccc1OCC(=O)O	4.2	0.0	-0.9	1.2	109.8	4.8	110.1	-2.7	7.2
CC(=O)N1CCN(c2cc3c(cc2F)c(=O)c(C(=O)O)cn3C2CC2)CC1	7.3	0.0	-0.2	3.7	109.8	6.4	104.7	0.4	-7.5
O=C(N/N=C/c1cccc(Oc2ccccc2)c1)c1cccc(O)c1	.	0.0	-1.4	.	94.4	.	87.0	.	2.9
O=C(Cn1c2ccccc2c(=O)c2ccccc21)Nc1cccc(F)c1	-4.1	0.0	-0.9	-2.8	100.9	-6.9	103.0	-43.5	-5.3
OC(COc1ccc2ccccc2c1Cl)CN1CCOCC1 (centres undefined)	0.8	1.0	-0.4	3.2	94.7	9.6	87.3	2.3	3.0
Cc1c([N+](=O)[O-])c(C(=O)Nc2ccc3c(c2)OCCO3)nn1C	0.7	1.0	0.5	3.5	93.4	7.4	94.1	-0.2	4.7
CC(C)CN1C(=O)c2ccc(NC(=O)c3ccco3)cc2C1=O	1.3	0.0	0.6	-1.9	117.7	-1.0	98.9	3.0	5.7
CCC(C)N1CC(=O)N2C(c3ccc(OC)cc3OC)c3[nH]c4ccccc4c3C[C@H]2C1=O (some centres undefined)	-0.2	0.0	2.7	-1.6	93.7	-6.6	95.5	0.7	5.4
CCN(CC)CC(O)COc1ccc2c(c1)OCO2 (centres undefined)	10.1	2.0	-3.0	0.6	106.2	-3.2	101.8	-0.7	-0.4
COc1ccc2c(c1OC)C(=O)N1C2SC(C)(C)[C@H]1C(=O)NC(C)C (some centres undefined)	11.2	0.0	-4.8	1.4	100.9	11.4	108.9	1.3	28.4
O=C(Nc1ccc(S(=O)(=O)N2CCc3ccccc3C2)cc1)C1CCCO1 (centres undefined)	-1.6	0.0	-0.7	0.8	103.3	3.4	97.1	-1.8	6.0
O=C(NCCOc1ccc(Cl)cc1)c1ccco1	-5.1	0.0	0.9	0.5	99.0	-5.7	101.5	-2.5	12.4
CN(CC(N)=O)S(=O)(=O)c1ccc(F)cc1	3.9	0.0	-0.4	5.0	105.7	3.2	104.9	0.4	-1.5
Cc1ccc(S(=O)(=O)CC(=O)c2ccccc2)cc1	2.5	2.0	0.5	-2.7	101.2	6.9	109.7	8.0	31.3
COC(=O)c1ccc(NC(=O)[C@H](C)NC(N)=O)cc1	4.6	0.0	-1.3	4.9	111.9	-0.9	107.2	2.8	24.2
O=C(C1CCC(C(=O)N2CCc3ccccc32)CC1)N1CCc2ccccc21 (centres undefined)	8.2	0.0	0.8	-5.7	101.6	1.6	106.1	0.3	-9.0
CCC(C(=O)Nc1cc(OC)c(NC(=O)c2ccccc2)cc1OC)c1ccccc1 (centres undefined)	-1.4	0.0	-0.3	1.7	91.3	-4.2	93.2	-3.1	-1.3
CCC(CC)c1nnc(NC(=O)C2CCN(C(=O)c3ccco3)CC2)s1	1.6	1.0	0.0	-3.0	107.2	0.6	103.5	2.3	8.6
CCCCC(=O)NC1(C(F)(F)F)C(=O)Nc2c1c(=O)[nH]c(=O)n2Cc1ccco1 (centres undefined)	9.3	4.0	-2.8	3.9	93.0	8.9	85.9	-1.8	13.3
Cc1ccc(-n2c(C)cc(/C=C3\SC(=O)NC3=O)c2C)cc1	1.0	1.0	-1.8	-2.6	101.0	-3.8	101.7	-1.2	14.8
Cc1ccc(C(C)NC(=O)c2ccc3c(c2)OCO3)cc1C (centres undefined)	0.0	2.0	-1.9	4.2	100.6	-2.5	99.4	2.3	-1.3
CC(NC(=O)c1cc(Br)cs1)C1CCCO1 (centres undefined)	1.4	1.0	0.0	-1.7	97.6	3.7	101.9	-0.2	13.9
Cc1ccc(-c2nc(-c3ccncc3)no2)c(Cl)c1	-2.2	2.0	-1.3	-2.1	89.7	-4.0	97.4	1.3	-0.4
Cc1ccc(NC(=O)CSc2ccc(-c3ccccn3)nn2)c(C)c1	4.2	3.0	2.5	-0.1	101.7	3.5	102.3	0.5	-17.8
CCOc1cc(S(=O)(=O)NCC2OCCc3ccccc32)c(OCC)cc1-n1cnnn1 (centres undefined)	0.1	2.0	0.5	1.4	99.2	1.6	98.9	-1.4	13.4
Cc1ccc(NC(=O)N(Cc2cccs2)Cc2cc3cc4c(cc3[nH]c2=O)OCO4)cc1	0.8	0.0	-1.0	1.4	97.7	2.4	93.8	0.6	-4.4
O=C(Nc1ccc2nc(-c3cccs3)[nH]c2c1)c1ccco1	6.0	0.0	0.0	1.0	96.6	1.7	99.3	-3.0	-24.5
CC1CCCCN1C(=O)COC(=O)c1cc([N+](=O)[O-])ccc1N1CCOCC1 (centres undefined)	-13.8	0.0	1.2	7.9	105.5	-12.6	102.7	1.2	8.3
CCOC(=O)c1nn(-c2cccc(OC)c2)c2nc(CC)c(C#N)c(=O)n12	7.9	0.0	-0.7	6.3	86.9	4.2	101.1	-0.4	-0.7
COc1cc(/C=C/C(=O)OCC(=O)NC(=O)NC23CC4CC(CC(C4)C2)C3)ccc1OCC#N	-3.8	0.0	0.6	4.1	98.1	-24.0	99.4	-12.7	-8.8
Cc1ccc(C(=O)NC(=S)Nc2ccc(Oc3ccc(Cl)cc3)cc2)cc1	7.0	2.0	1.4	-1.8	105.0	7.7	95.0	-3.6	-2.9
CSCCC(NC(=O)c1ccccc1)C(=O)NCCCn1nc(C)cc1C (centres undefined)	-5.3	1.0	.	-1.8	104.4	-11.6	101.2	.	-8.0
CC(=O)c1cccc(NC(=O)N2CCCC(C(=O)c3cc(F)ccc3F)C2)c1 (centres undefined)	-0.7	0.0	-1.0	0.8	106.0	-0.5	102.9	-2.6	2.9
O=C1C(Cl)=C(NS(=O)(=O)c2ccc([N+](=O)[O-])cc2)C(=O)c2ccccc21	19.5	2.0	0.5	2.8	89.4	11.4	80.7	7.7	1.5
CCSc1nnc(NC(=O)C2CCN(S(=O)(=O)c3ccccc3C(F)(F)F)CC2)s1	5.3	0.0	3.1	8.8	100.6	-4.1	108.3	-1.5	13.1
CCN(c1ccccc1)S(=O)(=O)c1ccc(Cl)c(NC(=O)CN2C(=O)NC3(CCCC3)C2=O)c1	1.2	0.0	-0.8	-1.1	97.4	-0.5	78.0	2.0	4.2
O=C(NCc1ccco1)C1CC(c2c(Cl)cccc2Cl)=NO1 (centres undefined)	5.4	.	2.1	2.2	.	5.1	.	1.6	.
Cc1cccc(/C=N/NC(=O)c2cc3c(s2)-c2ccccc2CC3)c1	2.0	1.0	-2.6	2.6	104.1	4.0	85.3	-33.1	21.3
CCCn1c2ccccc2c2cnn(CC(=O)N3CCOCC3)c(=O)c21	4.4	0.0	-0.4	6.8	104.3	2.3	111.2	-0.7	-2.6
CC(C)(C)c1cc(C(=O)O)c(CN2CCCCC2)o1	6.3	0.0	-4.4	4.6	101.8	10.1	106.6	2.2	-8.2

Three compounds from above, arranged by count of non-hydrogen atoms, lowest first.
SMILES	Bcl-xL primary	GRK2 inh	MEX-5 binding	GLD-1 RNA inh	AGP1 TOR yeast	MCL1 BIM primary	CIT2-GFP yeast	Fam108B counter	VLA-4 inh
Cc1cccc(/C=N/NC(=O)c2cc3c(s2)-c2ccccc2CC3)c1	2.0	1.0	-2.6	2.6	104.1	4.0	85.3	-33.1	21.3
O=C1C(Cl)=C(NS(=O)(=O)c2ccc([N+](=O)[O-])cc2)C(=O)c2ccccc21	19.5	2.0	0.5	2.8	89.4	11.4	80.7	7.7	1.5
CCOC(=O)c1nn(-c2cccc(OC)c2)c2nc(CC)c(C#N)c(=O)n12	7.9	0.0	-0.7	6.3	86.9	4.2	101.1	-0.4	-0.7

(cont.)
SMILES	Bcl-xL primary	GRK2 inh	MEX-5 binding	GLD-1 RNA inh	AGP1 TOR yeast	MCL1 BIM primary	CIT2-GFP yeast	Fam108B counter	VLA-4 inh
COc1cccc(-c2nc(CS(=O)(=O)CC(=O)N3CCN(C4CCCCC4)CC3)c(C)o2)c1	2.8	0.0	0.7	0.0	97.6	0.5	96.5	-3.9	13.3
O=C(Nc1ccc2c(c1)CCC2)C1CCN(c2c3c(nc4ncnn24)CCC3)CC1	1.9	0.0	-2.3	6.4	102.7	-4.2	101.5	-0.9	8.9
CC(C)c1ccc(C(=O)Nc2cccnc2)cc1	7.3	0.0	1.4	-1.8	103.6	7.8	109.6	2.9	9.8
CC(Oc1ccc(-n2cnnn2)cc1)C(=O)O (centres undefined)	8.2	0.0	-0.9	2.8	103.7	5.0	108.3	0.6	-1.2
CCOCCn1c(CN2CCN(CC)CC2)nc2c1c(=O)n(C)c(=O)n2C	2.2	0.0	0.7	-2.9	107.0	0.8	123.1	0.0	-14.4
CCc1cc2c(=O)n(CCCOC)c(SCC(=O)Nc3oc(C)c4c(C)n[nH]c(=O)c34)nc2s1	8.5	2.0	-2.4	0.5	117.2	7.2	102.3	0.3	-6.0
CCCNc1c(NS(=O)(=O)c2c(F)c(F)c(F)c(F)c2F)c(=O)oc2ccccc12	2.6	1.0	0.9	4.5	101.5	-5.2	100.4	1.3	-1.4
COc1ccc2nc(C)cc(SCC(=O)NNC(=O)COc3cccc4ccccc34)c2c1	-4.9	0.0	1.5	-1.2	96.8	-11.8	92.5	-16.1	-69.9
C#CCNC(=O)C1=C[C@H](C(C)(C)C)C[C@H](OCc2ccc(CO)cc2)O1	4.9	4.0	1.1	-0.2	88.6	10.2	118.5	-2.4	6.4
COc1cc(Cl)ccc1OCc1cc(C(=O)N2C[C@H]3CC[C@H]2C3)no1	0.8	1.0	0.6	4.0	95.2	6.9	.	1.8	-3.4
